Screening data as filed in PubChem BioAssay.
OX1R antagonist – blocks the human orexin 1 receptor; O43613; CHO/OX1R cells, Fluo-8 calcium fluorescence, orexin A; inhibition, % at 5 µM; 330,000 compounds, 0.43% hits; AID 434989;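 active = inhibition above its plate's threshold, mean inhibition of all tested compounds on the plate plus 3 SD, cut at about 37% in these data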;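 also: 0% = orexin A challenge wells and 100% = SB-334867-A antagonist wells; not every result past the cut was called active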
Target sequence (O43613 whole entry, looked up): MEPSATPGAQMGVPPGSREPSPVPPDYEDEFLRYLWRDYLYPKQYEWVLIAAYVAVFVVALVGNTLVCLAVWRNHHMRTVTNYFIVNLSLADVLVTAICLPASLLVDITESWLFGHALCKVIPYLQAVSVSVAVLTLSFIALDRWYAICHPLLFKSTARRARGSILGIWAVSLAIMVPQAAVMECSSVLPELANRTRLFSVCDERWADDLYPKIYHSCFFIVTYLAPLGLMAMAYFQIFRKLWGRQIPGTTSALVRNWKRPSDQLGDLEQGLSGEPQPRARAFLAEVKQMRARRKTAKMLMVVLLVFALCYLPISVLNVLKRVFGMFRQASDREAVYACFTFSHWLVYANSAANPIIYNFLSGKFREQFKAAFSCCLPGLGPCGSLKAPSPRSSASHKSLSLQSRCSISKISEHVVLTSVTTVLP
CHT allo act – allosteric activators of human choline transporter CHT. Q9GZV3. 310,000 compounds, 0.49% hits. B-score at 10 µM. CHT-expressing cells, membrane potential dye, choline EC20; active compounds read high; LV-AA mutant CHT in HEK293 cells;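 active = initial fluorescence not abnormally high and integrated response B-score, plate-corrected, over 3 SD above library mean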
Target sequence (Q9GZV3 whole entry, looked up): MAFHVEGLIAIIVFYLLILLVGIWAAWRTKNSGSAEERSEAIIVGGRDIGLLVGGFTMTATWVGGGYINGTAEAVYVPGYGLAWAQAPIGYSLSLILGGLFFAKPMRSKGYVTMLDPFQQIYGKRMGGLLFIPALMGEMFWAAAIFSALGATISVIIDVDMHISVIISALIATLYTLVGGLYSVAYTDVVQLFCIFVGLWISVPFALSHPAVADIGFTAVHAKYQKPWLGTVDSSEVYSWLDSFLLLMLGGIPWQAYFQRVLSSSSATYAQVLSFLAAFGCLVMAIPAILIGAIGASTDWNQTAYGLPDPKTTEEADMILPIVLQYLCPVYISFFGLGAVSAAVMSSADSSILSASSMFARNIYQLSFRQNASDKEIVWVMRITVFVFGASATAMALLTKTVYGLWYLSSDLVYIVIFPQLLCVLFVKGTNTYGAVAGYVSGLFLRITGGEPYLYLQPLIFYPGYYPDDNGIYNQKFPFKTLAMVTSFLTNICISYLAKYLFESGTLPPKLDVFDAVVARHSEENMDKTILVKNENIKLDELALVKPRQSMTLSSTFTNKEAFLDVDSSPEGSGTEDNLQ
An asterisk follows results filed as active; i = inactive; x = no result given.

SMILES	OX1R antagonist	CHT allo act
O=C(CCCCCn1c(=S)[nH]c2ccsc2c1=O)NC1CCCCC1	-10.4	i
COc1cccc(CNC(=O)Cn2ccc3cc(S(=O)(=O)N4CCCCCC4)ccc32)c1	-18.6	i
Cc1cccc(C(=O)NCC(=O)NCC2COc3ccccc3O2)c1 (stereo not given)	-28.3	i
O=C(Nc1ccc(F)cc1F)C1CCCN1S(=O)(=O)c1ccc(-c2ccc(=O)[nH]n2)s1 (stereo not given)	-28.9	i
CC1(C)CCC(C)(C)NC(=S)N1	2.9	i
Cc1ccccc1C(=O)NNC(=O)c1cc(S(=O)(=O)N2CCOCC2)ccc1C	-21.5	x
COc1ccccc1C(=O)NNC(=O)c1ccc2ccccc2c1	-21.9	i
C=CCn1c(SCn2nnc3ccccc3c2=O)nc2scc(-c3cccs3)c2c1=O	-20.9	i
COC(=O)C1=CNC=C(C(=O)OC)C1c1ccccc1Cl	-9.6	i
O=[N+]([O-])c1ccc(OCCN2CCCCCC2)cc1	-15.7	i
CCOc1ccc(Nc2nc(C)cc(C)c2C#N)cc1	-18.1	i
COc1ccc(C(=O)N=C2SC3CS(=O)(=O)CC3N2Cc2ccc(OC)c(OC)c2)cc1 (stereo not given)	-17.6	i
CCOC(=O)c1cccc(NC(=O)C2(S(=O)(=O)c3ccc(C)cc3)CC2)c1	-1.2	i
NC(=O)c1c(N)sc2c1CCCC2	-17.2	i
Cc1ccc(-n2cccc2/C=C2/NC(=O)N(CC(=O)Nc3cccc(C)c3)C2=O)cc1	-5.1	i
Cc1cccc(N(C(=O)c2ccc(CN3CCOCC3)o2)C(C(=O)NC2CCCCC2)c2ccc(F)cc2)c1 (stereo not given)	-14.2	i
CC1CC1c1ccc(/C=C(\C#N)C(=O)Nc2ccc(Cl)cc2Cl)o1 (stereo not given)	-30.4	i
O=S(=O)(Cc1ccccc1)Nn1cnnc1	-3.9	i
COc1ccc(-c2ncncc2-c2ccc(OC)c(OC)c2)c(O)c1	x	i
O=C(C1CCCO1)N1CCN(C(=S)Nc2ccccc2C(F)(F)F)CC1 (stereo not given)	-26.1	i
O=C(Cn1cnc2c(NCc3ccccc3)ncnc21)NCCCN1CCCC1=O	-6.8	x
N/N=c1\sc2ccccc2n1-c1ccccc1	-19.5	i
CC1(C)Cc2c(cnn2-c2ccccc2)C(=O)/C1=N\NC(=O)c1ccccc1N	-16.1	i
COc1ccccc1N(C)C(=O)c1cc(S(=O)(=O)N2CCc3ccccc32)cn1C	-27.7	i
Cc1nnc(NC(=O)CSc2nccn2-c2ccc(F)cc2)s1	-2.4	i

In a second layout: three of the compounds above.
Results follow in this order: OX1R antagonist	CHT allo act
C=CCn1c(SCn2nnc3ccccc3c2=O)nc2scc(-c3cccs3)c2c1=O
  -20.9	i
COc1ccccc1C(=O)NNC(=O)c1ccc2ccccc2c1
  -21.9	i
O=C(Nc1ccc(F)cc1F)C1CCCN1S(=O)(=O)c1ccc(-c2ccc(=O)[nH]n2)s1 (stereo not given)
  -28.9	i

Three entries picked at random from the list so far:
SMILES	OX1R antagonist	CHT allo act
N/N=c1\sc2ccccc2n1-c1ccccc1	-19.5	i
COc1ccccc1N(C)C(=O)c1cc(S(=O)(=O)N2CCc3ccccc32)cn1C	-27.7	i
O=[N+]([O-])c1ccc(OCCN2CCCCCC2)cc1	-15.7	i

Part of the list above, with values under each structure:
Second line of a record: OX1R antagonist	CHT allo act
Cc1ccccc1C(=O)NNC(=O)c1cc(S(=O)(=O)N2CCOCC2)ccc1C
    -21.5	x
O=C(CCCCCn1c(=S)[nH]c2ccsc2c1=O)NC1CCCCC1
    -10.4	i

Remaining list, next part
SMILES	OX1R antagonist	CHT allo act
Cc1ccc(C(=O)Nc2ccsc2C(=O)O)cc1	1.1	i
CCCCCN(C(=O)NC(=O)NCCCC)S(C)(=O)=O	-10.0	i
Cc1ccc(C)c(C(=O)CC2(O)C(=O)N(C)c3ccccc32)c1 (stereo not given)	-16.6	i
CN(C)c1c(N)c(=O)oc2ccccc12	2.8	i
CCn1cc(C(=O)O)c(=O)c2cc(F)c(N3CCN(C(=S)NC(=O)c4ccccc4Cl)CC3)cc21	-18.0	i
CN1CCN(C2=Nc3ccccc3Oc3ccc(Cl)cc32)CC1	-25.4	i
CC(=O)Nc1ccc(S(=O)(=O)N(C)CC(=O)OCC(=O)N(CC(C)C)C2CCS(=O)(=O)C2)cc1 (stereo not given)	-3.6	i
Cc1cc(-c2ccccc2C(=O)NCc2ccccc2)on1	-13.8	i
CC(C)CC1NC(C(=O)O)Cc2c1[nH]c1ccccc21 (stereo not given)	-4.0	i
Cc1ccc(NC(=O)Cc2nnc(SCC(=O)NC3CCCC3)n2C)cc1C	-10.4	i
O=C(O)CCCCCNC(=O)c1ccc(C(=O)NCCCCCC(=O)O)cc1	-8.8	i
COc1ccccc1OCC(=O)N/N=C/c1c(O)ccc2ccccc12	-31.4	i
CCCNC(=O)c1c(Cl)cnn1-c1ccc(C)cc1	-29.8	i
COc1ccc(C2N(c3ccc(Cl)cc3)N=C(C(C)=O)N(C)N2C(C)=O)cc1 (stereo not given)	-18.9	i
O=C(O)c1cc([N+](=O)[O-])ccc1NCc1ccccc1	-1.8	i
C/C(N)=C(/C#N)C(=O)CSc1cc(Cl)ccc1Cl	-8.8	i
O=C(Cn1nnc2ccccc2c1=O)Nc1cccc(S(=O)(=O)N2CCOCC2)c1	-18.4	i
CC(C)Oc1ccccc1/C=N/n1nnnc1N	-18.9	i
O=C(Cc1cccc2ccccc12)Nc1nnc(-c2cccc([N+](=O)[O-])c2)s1	-26.0	i
CCc1ccc(NC(=O)N(CCN2CCOCC2)Cc2ccc3c(c2)CCCN3CC)cc1	-34.8	i
CCOc1ccc(-n2c(N)c(C(=O)NCc3cccnc3)sc2=S)cc1	-1.7	i
CC(=O)Oc1ccc(-c2cc3c(OC(C)=O)cc(OC(C)=O)cc3oc2=O)cc1	-2.6	i
COc1cccc(OC)c1CNC(=O)C1CCC(=O)N(CC2CCCCC2)C1 (stereo not given)	-18.4	i
CCCOc1ccccc1C1CC(=O)NC(C)=C1C(=O)OCC(C)C (stereo not given)	-33.7	i
O=C(CCC(=O)Nc1ccccc1Cl)N/N=C1\CCCc2ccccc21	-4.8	i

(more compounds)
SMILES	OX1R antagonist	CHT allo act
Cc1ccc(NC(=O)CCCN2C(=S)NC(C)(C)CC2C)cc1 (stereo not given)	-3.9	i
CC(=O)c1cc(C#N)c(SCCC(C)C)nc1C	-3.8	i
CC1CCC(NCC(=O)Nc2cccc(S(N)(=O)=O)c2)CC1 (stereo not given)	-10.5	i
CC(=O)c1ccc(S(=O)(=O)NCC(=O)N2CCN(C/C=C/c3ccccc3)CC2)cc1	-13.3	x
O=C(Nc1ccc(SC(F)F)cc1)c1ccc2c(=O)n3c(nc2c1)CCC3	-5.2	x
O=S(=O)(Nc1ccc(S(=O)(=O)Nc2cccc3ccccc23)cc1)c1ccccc1	6.6	i
CN(Cc1ccccn1)C(=O)C1CCC(=O)N(CCc2ccc(Cl)cc2)C1 (stereo not given)	-16.5	i
COc1ccccc1Nc1nc(NCCCCO)nc(N2CCCC2)n1	-12.2	i
O=C(CCC1CCCN(Cc2ccc3c(c2)OCCO3)C1)NCc1ccc(F)c(F)c1 (stereo not given)	-19.0	i
O=C(Nc1cccc(C(=O)O)c1)/C(=C\c1ccccc1)NC(=O)c1ccccc1	-8.2	i
CCOc1cc(/C=N/Nc2nc(-c3cccs3)c(NC(C)=O)s2)ccc1O	-7.6	i
CCc1c(C)c2c(C)nn(-c3ccccc3)c2oc1=O	3.1	i
CSc1sc(C)cc1/C=N/O	-11.3	i
O=C(c1sc2cccc(Cl)c2c1Cl)N1CCN(CCc2ccccn2)CC1	-30.4	i
COc1ccc(CNCC(C)NCc2ccc(OC)c(OC)c2)cc1OC (stereo not given)	-11.9	i
CN(C)S(=O)(=O)c1cccc(-c2csc(=Nc3ccccc3)n2CCCN2CCOCC2)c1	-30.6	i
Cc1ccc(NC(=O)COC(=O)C2CC2)cc1S(=O)(=O)N1CCOCC1	0.3	x
CCN(C(=O)COC(=O)c1cnc(C)cn1)C1CCCCC1	-6.7	i
Cc1ccc2[nH]c(=O)c(CN(Cc3cccnc3)Cc3nnnn3CC3CCCO3)cc2c1 (stereo not given)	-3.5	i
CCCCCCCNC(=O)C1(CC2CC(c3cccc(Br)c3)=NO2)CCN(C(=O)CCCCCBr)CC1 (stereo not given)	-34.5	i
CC(=O)c1ccc(OCc2ccc(Oc3c(Cl)cccc3[N+](=O)[O-])cc2)cc1	-0.8	i
Cc1cc(C)c(NC(=O)CO/N=C2\CCCc3nonc32)c(C)c1	-18.0	i
O=C(CSc1n[nH]c(=O)[nH]c1=O)c1ccc(Cl)cc1Cl	-11.0	i
CNS(=O)(=O)c1ccc(N=Cc2c(C)[nH]n(-c3ccc(C)cc3C)c2=O)cc1	-12.6	i
O=C(Cn1cnc2cc([N+](=O)[O-])ccc2c1=O)Nc1ccc2c(c1)CCC2	-2.6	i

(more compounds)
SMILES	OX1R antagonist	CHT allo act
CCCc1nc(SCC(=O)NC2CCCC2)c2ccccc2n1	-19.5	i
CC(=O)Nc1ccc(S(=O)(=O)NC2(C(F)(F)F)NC(=O)N(C3CCCC3)C2=O)cc1 (stereo not given)	4.3	i
CCOC(=O)CC(NC(=O)c1ccc(C)cc1)c1ccc(OC)cc1 (stereo not given)	-29.6	i
CC(=O)Nc1nnc(C2=COCCO2)o1	-5.4	i
CSc1ccccc1OCc1cc(C(=O)N(C)CC2COCCO2)no1 (stereo not given)	-2.2	i
COc1cc(OC)cc(C(=O)Nc2ccc(S(=O)(=O)Nc3cc(C)on3)cc2)c1	10.0	i
CC(C)(C)OC(=O)N1CCC(Cc2cc(-c3ccccc3)no2)(C(=O)O)CC1	-13.0	i
O=C(CSC1=NS(=O)(=O)c2cc(Cl)ccc2N1)Nc1cccc(F)c1	2.8	i
O=S(=O)(c1ccccc1)N1CCN(S(=O)(=O)N2CCCCCC2)CC1	-20.1	i
CCc1noc(C)c1C(=O)N1CCCC(N2CCN(c3ccc(F)cc3)CC2)C1 (stereo not given)	-46.3	i
CC(=O)c1cccc(NC(=O)c2ccc3c(c2)C(=O)N(Cc2cccnc2)C3=O)c1	5.4	i
COc1cccc(CC(CC(=O)O)C(=O)Nc2cc(C)ccc2C)c1 (stereo not given)	-10.4	i
O=C(CN(c1ccc(F)cc1)S(=O)(=O)c1ccccc1)NCCSC1CCCCC1	17.9	i
CN(C)S(=O)(=O)c1ccc(C(=O)OC2CCOC2=O)cc1 (stereo not given)	-48.8	i
COCCOc1cc(NC(=O)c2ccccc2)c(Cl)cc1Cl	-42.1	i
O=C(CN1C(=O)NC2(CCCc3ccccc32)C1=O)NCCc1ccc(F)cc1 (stereo not given)	-19.9	x
CCC(C)n1cnc2c(c1=O)c1nc3ccccc3nc1n2Cc1ccc(OC)cc1 (stereo not given)	-42.5	i
NC(=O)c1cccnc1Oc1cccc(Cl)c1	-11.7	i
CC(C)(C)C(=O)N1CCN(C(=O)c2ccco2)CC1	-3.6	i
Cc1ccc(NC(=O)CCC(=O)Nc2ccc(C)cc2)cc1	-15.9	i
COc1ccc(CCNC(=O)c2cc(-c3ccccc3)on2)cc1OC	-12.5	i
COc1ccc2nc(NC(=O)CCNS(=O)(=O)c3ccc4c(c3)oc(=O)n4C)sc2c1	1.0	i
Cn1c2ccccc2c2nnc(NN)nc21	-19.0	i
O=C(NC(=S)Nc1cccc(C(F)(F)F)c1)c1csnn1	-13.4	i
CC(C)NC(=O)N1CCC(n2nccc2NC(=O)CCOc2ccccc2)CC1	-8.7	i

(cont.)
SMILES	OX1R antagonist	CHT allo act
Cc1ccc(CNC(=O)CN2C(=O)NC(C)(c3cccc(Br)c3)C2=O)cc1 (stereo not given)	-1.6	i
COc1ccc(-c2cc(C(=O)O)c3ccccc3n2)c(OC)c1	-13.3	i
O=C(Nc1ccc(S(=O)(=O)Nc2ncccn2)cc1)c1ccc(Cl)c([N+](=O)[O-])c1	x	i
COc1ccc([C@H]2CC(=O)C=C(c3ccc(Cl)c(F)c3)C2)cc1	-19.7	x
CCOC(=O)C1=C(C)NC(C)=C(C(=O)OCC)C1c1nc2ccccc2[nH]1	-16.6	i
CCn1cc(C(=O)NN)c(=O)c2cc(F)c(N3CCOCC3)cc21	-12.1	i
COC(=O)c1cc(NC(=O)Cc2ccccc2[N+](=O)[O-])ccc1Cl	-8.1	i
COC(=O)c1c(NC(=O)COC(=O)[C@@H](NS(=O)(=O)c2ccccc2)C(C)C)sc2c1CCC2	-5.0	i
Fc1ccc(-c2cc3nc4c(c(N5CCOCC5)n3n2)CCCC4)cc1	-48.5	i
COc1ccc(C)cc1NC(=O)CSc1ccc(-c2ccco2)nn1	-27.1	i
CCCc1cc(=O)[nH]c(SCC(=O)NCC2COc3ccccc3O2)n1 (stereo not given)	-15.8	x
Cc1sc2nc(CN3CCN(S(=O)(=O)c4cccc5nonc45)CC3)[nH]c(=O)c2c1C	-16.7	i
C[C@@]12CCC=C[C@H]1[C@H](c1ccc(F)c(/C=C/c3ccccc3)c1)N(Cc1ccccc1)C2=O	-47.6	i
NS(=O)(=O)c1cc(Cl)c(NC(=O)COC(=O)c2ccccn2)c(Cl)c1	0.1	x
COCCCNC(=O)Cn1cc2c(n1)CCC(C)C2 (stereo not given)	-6.7	i
Cc1ccc(NC(=O)CSC2=NN3CCCC(=O)N=C3S2)cc1Cl	-4.1	i
CCc1nnc(NC(=O)CSc2nc(C)c3c(c2C#N)CCCC3)s1	-10.3	i
CCOc1ccccc1Oc1ccc(C(F)(F)F)cn1	-9.7	i
N#CC1=C(N)OC2=C(CC/C2=C\c2ccccc2)C1c1ccccc1 (stereo not given)	14.8	i
Cc1nc2ccccc2c(=O)n1NC(=O)C1CCCCC1	-4.1	i
CC(C)Cc1ccccc1O	-8.0	i
Cc1nnc(SCc2ccc(C(=O)O)cc2)s1	-14.8	i
Cc1ccccc1-c1nc(S(=O)(=O)c2ccccc2)c(N2CCCC2)o1	-27.5	x
